# Rtt109 Vps75 = inhibitors of C. albicans Rtt109/Vps75 HAT, primary screen, biochemical, ThioGlo CoA-SH fluorescence, plate reader | purified Rtt109/Vps75, 4 h | AID 540336, 2011 | 0.16% of 330,000 active | inhibition, % at 34.9 µM | Histone acetyltransferase RTT109 (Candida albicans (strain SC5314 / ATCC MYA-2876)), …;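 active = inhibition of at least 50% in every replicate; inconclusive = best replicate reaches 50% inhibition but some replicates fall short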
# Target sequence (Q5AAJ8 whole entry, looked up): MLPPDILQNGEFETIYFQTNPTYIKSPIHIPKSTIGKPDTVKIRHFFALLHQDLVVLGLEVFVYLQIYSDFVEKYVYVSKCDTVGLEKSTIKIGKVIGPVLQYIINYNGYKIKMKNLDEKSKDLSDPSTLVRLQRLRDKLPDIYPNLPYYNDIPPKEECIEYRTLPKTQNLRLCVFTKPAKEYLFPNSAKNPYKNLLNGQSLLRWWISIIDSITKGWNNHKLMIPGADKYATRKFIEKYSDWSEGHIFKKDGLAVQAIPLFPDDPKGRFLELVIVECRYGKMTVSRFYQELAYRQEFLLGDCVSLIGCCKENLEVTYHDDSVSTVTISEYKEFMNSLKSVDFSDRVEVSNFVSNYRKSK
# PvdQ acylase = P. aeruginosa PvdQ acylase inhibitors, primary screen, biochemical, fluorescence, plate reader and imaging, single point; purified PvdQ acylase; inhibition, % at 10 µM; 0.063% of 340,000 active; AID 488965, 2010; in the data active = inhibition above about 30%, passing the limit was not always enough; inconclusive = no clear call, values can overlap the other calls;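 note: 0% = vehicle neutral wells and 100% = reference inhibitor wells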
# NSD2 inh = NSD2 histone methyltransferase inhibitors, primary screen, biochemical, AlphaScreen, single concentration, set 2 | Histone-lysine N-methyltransferase NSD2 (Homo sapiens), O96028 | NSD2 peptide methylation, 120 min | inhibition, % at 12.5 µM | 0.54% of 310,000 active | AID 743445, 2014; in the data active = inhibition above about 50%
# SR-BI DiI-HDL act = activators of SR-BI mediated DiI-HDL uptake, primary screen, ldlA[mSR-BI] CHO cells, DiI fluorescence. 3 h; 100 = double the neutral-control signal. activation, % at 12.5 µM. 0.096% of 320,000 active;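 active = mean replicate activation of at least 60% and every replicate at or above 60%; inconclusive = mean or all-replicate condition met, but not both; inactive = mean below 60% and not all replicates reaching 60%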;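 note: 0% = median plate neutral-control signal and 100% = twice that signal; values of inactives mirror those of a sister screen read the other way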
#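 Test system: SR-BI-overexpressing, LDLR-lacking CHO cells; Also added: labelled HDL, 10 µg/mL; Measured by: bottom-read cell fluorescence after medium removal, ex 550/em 595 nm; Timing: 3 h uptake period with compound, 37 °C; Buffer or medium: F12, 0.5% BSA, 25 mM HEPES; Doses: single compound concentration, delivered by pin transfer.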
# CAL PDZ FP-1 = untagged CAL PDZ binding inhibitors, primary screen, biochemical, fluorescence polarization, HTS | 0.92% of 300,000 active | AID 602252, 2012 | purified CAL PDZ, TMR-peptide fluorescence polarization, 1 h | inhibition, % at 24.9 µM | Golgi-associated PDZ and coiled-coil motif-containing protein (Homo sapiens), Q9HD26;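 active = mean inhibition of at least 30% with at least half of replicates also reaching 30%; inconclusive = no clear call, values can overlap the other calls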;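 note: 0% = DMSO neutral control and 100% = excess unlabeled competitor peptide PRC23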
# SR-BI HDL uptake = inhibitors of SR-BI mediated HDL lipid uptake, primary screen, ldlA[mSR-BI] cells, fluorescence, single point; ldlA[mSR-BI] CHO cells, DiI-HDL uptake fluorescence, 3 h; inhibition, % at 12.5 µM; 0.96% of 320,000 active; AID 488896, 2010;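 active = mean replicate inhibition of at least 70% and a set share of replicates each scoring 70 or more; inconclusive = meets just one of the two criteria; inactive = fails both criteria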;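 note: 0% = median of neutral control wells and 100% = median of positive control wells; values of inactives mirror those of a sister screen read the other way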
# MITF TRPM1 HTS = activators of MITF-driven TRPM1 promoter reporter, primary screen, cell-based, SK-MEL-5, luciferase, single point | AID 588334, 2011 | activation, % at 12.5 µM | 0.75% of 300,000 active | SK-MEL-5 TRPM1-promoter luciferase, 24 h; % of positive control, neutral wells = 0;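 active = mean activation of at least 80% with every replicate also reaching 80%; inconclusive = mean reaches 80% but some replicate falls short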;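 note: 0% = neutral control wells and 100% = parthenolide positive control wells; values of inactives mirror those of a sister screen read the other way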
# dFosB activator = activators of delta FosB homodimer, primary screen, biochemical, fluorescence polarization, TAMRA-CDK5 oligo, single point; Protein FosB (Mus musculus), P13346; purified delta FosB; percent of positive-control signal above neutral wells; activation, % at 25 µM; 0.99% of 340,000 active; AID 493131, 2011;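 active = mean activation above about 17%, with every replicate also reaching it, limit read from the data, passing the limit was not always enough; inconclusive = only one of the two conditions met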;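 note: fluorescence polarization rise as delta FosB binds a TAMRA Cdk5 AP-1 oligo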
# Target sequence (P13346 whole entry, looked up): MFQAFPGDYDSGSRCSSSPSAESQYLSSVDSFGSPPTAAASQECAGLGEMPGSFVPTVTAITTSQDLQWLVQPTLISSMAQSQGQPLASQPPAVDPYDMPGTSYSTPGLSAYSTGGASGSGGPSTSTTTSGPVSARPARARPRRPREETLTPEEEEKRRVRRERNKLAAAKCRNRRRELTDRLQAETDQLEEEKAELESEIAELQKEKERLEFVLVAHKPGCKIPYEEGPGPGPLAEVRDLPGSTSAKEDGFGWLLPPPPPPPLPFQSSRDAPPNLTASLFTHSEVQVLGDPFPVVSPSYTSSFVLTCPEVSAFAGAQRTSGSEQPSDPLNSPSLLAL
# PfHsp90 set2 = growth inhibition of PfHsp90-expressing yeast, primary screen, antimalarial PfHsp90 inhibitor project, S. cerevisiae, BacTiter-Glo luminescence, single point, set 2 | BacTiter-Glo ATP, 48 h; yeast lacking PDR1 and PDR3 efflux regulators | inhibition, % at 9.4 µM | 0.32% of 310,000 active | AID 504621, 2011;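 active = every replicate shows inhibition above about 80%, whatever the replicate mean, limit read from the data; inconclusive = mean inhibition reaches the set limit but some replicate falls short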;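 note: 0% = DMSO neutral controls and 100% = 20 µM radicicol positive controls; yeast relying on Plasmodium falciparum Hsp90 in place of its own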
# CAL PDZ FP-2 = CAL PDZ peptide-binding inhibitors, primary screen, biochemical, fluorescence polarization, Cer-tagged CAL PDZ, HTS; inhibition, % at 20 µM; purified CAL PDZ, TMR-peptide fluorescence polarization, 1 h; AID 504414, 2011; 0.02% of 330,000 active; Golgi-associated PDZ and coiled-coil motif-containing protein (Homo sapiens), Q9HD26;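 active = highest replicate inhibition of at least 40%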;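 note: plate controls were DMSO neutral control wells for no effect and unlabeled competitor peptide control wells for full effect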
#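 System: purified tagged CAL PDZ domain construct (CerCALP). Schedule: 1 h incubation at room temperature before polarization reading. Medium: 25 mM sodium phosphate pH 7.4, 150 mM NaCl, TCEP, IgG, Thesit. Read-out: percent inhibition from loss of millipolarization. Measured by: FP readout, S and P plane fluorescence. Probe or stimulus: fluorescent TMR peptide probe.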
# Numbers without * were called inactive; ? = inconclusive; nt = no result given. Rows were taken by chance; overall some 4.3% were active at least once.
SMILES,Rtt109 Vps75,PvdQ acylase,NSD2 inh,SR-BI DiI-HDL act,CAL PDZ FP-1,SR-BI HDL uptake,MITF TRPM1 HTS,dFosB activator,PfHsp90 set2,CAL PDZ FP-2
Cn1c(=O)c2c(c3ccccc31)OC(=O)CC2c1cccnc1 (configuration not stated),0,-15,-5,22,nt,-22,-7,6,-4,-2.1
Cc1sc2ncnc(N3CCCCC3C)c2c1C (configuration not stated),-4,0,-1,5,-3,-5,-2,3,1,0.1
CC(C)C(OC(=O)c1cccs1)C(=O)NCCc1ccccc1 (configuration not stated),10,-13,-1,36,-3,-36,-1,-6,-5,-3.1
Cc1ccc(C(C)C)c(OCC(=O)N/N=C2\CC(=O)CC(C)(C)C2)c1,9,-3,16,-27,6,27,-2,-7,-7,-0.5
O=C(O)CC(=O)Nc1ccccc1C(=O)O,-7,-17,-1,23,-2,-23,-1,-1,7,-2.4
S=C(NC1CC1)N1CCc2ccccc2C1,6,9,3,-8,nt,8,-3,1,13,0.6
CSc1ccc(CN2CCN(CC=C(C)C)C(CCO)C2)cc1 (configuration not stated),5,-11,4,14,-3,-14,18,-9,-4,0.3
Cc1ccc(C(=O)OC(C)C(=O)Nc2ccc3c(c2)OCO3)c(O)c1 (configuration not stated),-5,-15,-1,7,nt,-7,17,3,-52,0.2
CCCCn1c(SCc2c(C)noc2C)nc2cc(S(N)(=O)=O)ccc21,10,6,0,-9,-2,9,-8,1,nt,-1.1
O=C(O)c1cn(-c2ccc(F)cc2)c2cc(Cl)c(F)cc2c1=O,8,-4,-3,18,-4,-18,nt,4,0,0.4
Cc1c(NS(=O)(=O)c2cccc(C(=O)NCc3ccco3)c2)c(=O)n(-c2ccccc2)n1C,0,6,6,15,-3,-15,0,-1,4,-0.3
CC1CC(C)CN(S(=O)(=O)N2CCCC(C(=O)NCCCN3CCCCC3C)C2)C1 (configuration not stated),6,-10,4,14,-3,-14,-7,4,10,-1.8
CC(C)c1nc(SCC(=O)Nc2ccc3c(c2)OCCO3)n[nH]1,7,-2,-3,1,5,-1,-4,-2,-1,0.3
COc1ccc(CC(=O)NNC(=O)CSc2ccc(C)cc2)cc1,1,-6,-2,-24,-3,24,5,-7,-12,-2.0
Cc1cc(C(=O)NCc2ccco2)c2cc(F)ccc2n1,-7,2,4,-38,nt,38,-11,-9,-18,-0.2
O=C(NCc1cccs1)[C@@H]1CSC2c3ccccc3C(=O)N21 (some centres not stated),1,-3,1,0,-1,0,4,-1,-2,-1.4
Cc1cc(-c2ccc(C)c(S(=O)(=O)NCCc3ccco3)c2)on1,-3,-9,-1,-41,-5,41,-7,-10,11,-2.1
CC(=O)NC1(c2nnnn2CCOC(=O)Nc2ccc(Cl)cc2)CCCCC1,0,-9,0,-39,nt,39,40,-3,-14,0.1
Cc1[nH]nc(SCC(=O)NCc2ccc(F)cc2)c1[N+](=O)[O-],-1,-22,-2,20,-10,-20,14,0,-20,-1.1
CC(C)CC(=O)Nc1ccc(S(=O)(=O)N2CCCC2)cc1,-8,-3,-1,-2,-4,2,nt,-1,7,-0.8
O=C(NCc1ccc2c(c1)OCO2)c1n[nH]c(=O)c2ccccc12,-9,-14,3,-18,5,18,11,7,7,0.3
CCOc1cc(NC(=S)NCCCN2CCOCC2)c(OCC)cc1NC(=O)c1cccc(C)c1,-14,-12,2,-14,1,14,1,-9,4,-0.1
Nc1sc(-c2ccccc2)cc1-c1n[nH]c(=S)n1C1CCCCC1,1,-10,-2,-15,nt,15,nt,-8,-20,0.4
CCCc1nc(S(=O)(=O)Cc2ccc(Cl)cc2Cl)n[nH]1,-3,-8,1,0,nt,0,4,-8,-28,-2.6
Cc1nn(-c2ccc(Cl)c(Cl)c2)c(C)c1C(=O)O,3,-4,-6,-4,3,4,-7,1,19,-2.7
CSc1nsc(SCC(=O)Nc2ccc(Cl)c(C(=O)O)c2)n1,5,9,3,nt,2,nt,-19,3,5,0.5
COc1ccc(N(C(=O)c2cccc(OC)c2OC)C2C=CS(=O)(=O)C2)c(OC)c1 (configuration not stated),-2,2,-7,-11,-3,11,2,1,-4,-0.6
COc1ccc(-n2c(Cn3nnc4ccccc43)nnc2SCC(=O)O)cc1,-11,-8,-8,-3,-5,3,nt,-1,-12,-2.3
CC(Sc1nnc(C2CC2)n1-c1ccccc1)C(=O)N1CCCC1 (configuration not stated),-2,-6,0,?,nt,-167,1,-6,-9,-0.6
CCc1nnc(NC(=O)CSc2nc3c(cc2C#N)CCCC3)s1,-7,-15,-6,18,-3,-18,47,1,19,-1.1
N#C/C(C(=O)c1ccccc1)=C1/CCCCCN1,33,7,1,23,-5,-23,nt,-3,-9,-1.3
CCC(C)OC(=O)C1=C(C)NC(=O)NC1c1ccc(F)cc1 (configuration not stated),-1,-11,2,37,-3,-37,-9,-3,15,-0.9
Cc1ccc2nc(NC(=O)c3ccc(Cl)s3)sc2c1,2,-2,nt,-6,nt,6,53,26*,-8,-0.4
Cc1nn(-c2ccccc2)c(C)c1C(=O)NCc1ccc(S(N)(=O)=O)cc1,1,2,47,nt,-9,nt,-10,2,18,-2.3
COc1cccc(OC)c1/C=C/C(=O)NC1CCCCC1,4,-4,2,-71,-1,?,nt,-8,-19,-1.9
CN(C)CCNC(=O)C(c1ccccc1)c1ccccc1,6,-2,0,6,-5,-6,-10,-3,5,-0.7
NS(=O)(=O)c1ccc(NC(=O)c2cc(Cl)ccc2Cl)cc1,0,9,-2,-8,0,8,-8,-1,-6,-1.2
COc1cc(OC)cc(C(=O)Nc2ccc(S(=O)(=O)Nc3ncccn3)cc2)c1,nt,4,3,16,-4,-16,-12,0,-12,-0.6
CC(C)N(Cc1ccccc1)C(=O)C1CCN(c2ncnc3c2nc2n3CCCCC2)CC1,11,-4,2,-21,0,21,-15,-16,10,-1.3
Cc1ccc(-c2ccc(NC(=O)C3C4C=CC(C4)C3C(=O)O)cc2)o1 (configuration not stated),31,8,5,8,-5,-8,nt,-1,4,0.7
Cc1ccc(SCC(=O)Nc2ccc(-c3nc4ccccc4[nH]3)cc2)cc1,5,-11,5,6,0,-6,-6,6,16,0.1
CSc1ccccc1NC(=O)COc1ccc(Cl)cc1Cl,-4,-10,0,-33,-3,33,13,-8,0,-1.6
Cc1ccc(N2C(=O)Nc3ccc(Br)cc3C2(O)C(=O)NCCCN(C)C)cc1C (configuration not stated),1,-18,0,-1,nt,1,13,0,2,-0.5
C=CC[C@@H](CC(=O)N(CCO)Cc1ccccc1)C(=O)NCCOC(=O)[C@@H](CC=C)Cc1ccc(F)cc1,-3,-13,nt,12,1,-12,-11,-12,-16,0.8
COc1ccc(C(=O)N2CCN=C2c2ccccc2)cc1OC,1,-5,-7,8,-1,-8,2,4,-7,-2.6
Cc1ccc(F)cc1NC(=O)CSc1ncccn1,6,9,-2,8,3,-8,4,0,-9,-18
CCc1cccc(NC(=O)CCC(=O)O)c1,-7,-1,-1,29,-2,-29,7,4,-1,-2.2
CCN(CC)C(=O)CSc1nc(C)cc(C)c1C#N,-3,7,0,-22,-1,22,6,-1,19,-2.3
CCc1cc2c(N3CCCCC3)ncnc2s1,-1,-14,3,-25,4,25,-8,4,-2,nt
Cc1ccccc1OCC(=O)OCC(=O)NCCNC(=O)COC(=O)COc1ccccc1C,3,6,0,23,nt,-23,-5,-3,9,0.0
O=C(N/N=C/c1ccccn1)c1cccc(S(=O)(=O)Nc2ccccc2Cl)c1,5,-8,-21,1,0,-1,-6,-14,2,-0.9
CCOc1ccc(S(=O)(=O)N(CC(=O)N/N=C/c2cccs2)c2ccc(C)cc2)cc1,10,-1,-1,-6,0,6,6,-6,-26,-1.8
O=C(COc1ccccc1Cl)Nc1nnc(S(=O)(=O)N2CCCC2)s1,-7,9,nt,nt,nt,nt,-7,7,0,-4.1
O=C1OCCN1c1c(-c2ccccc2)c(N2CCOCC2)nc2ccccc12,-7,0,nt,-16,-2,16,8,1,-1,-0.5
Cc1cc(C)n(-c2ccc(C(=O)Nc3ccc4c(c3)OCCO4)cc2)n1,15,-9,1,-55,-1,55,70,2,3,-1.5
COc1ccc(CCNC(=O)CNS(=O)(=O)c2ccc(Br)cc2)cc1,-1,-5,9,6,-5,-6,nt,-1,-1,0.8
CC1=NN(c2ccccc2)C(=O)/C1=C\N1CC(C)OC(C)C1 (configuration not stated),-5,2,-1,7,0,-7,0,1,35,1.1
Cc1nn(CCCC(=O)NCCc2ccccc2)c(=O)c2nn(-c3ccccc3)c(C)c12,-8,0,-3,-5,2,5,-2,-5,3,-0.9
Cc1cc(NC(=O)CSc2nnc(-c3ccoc3C)n2N)no1,1,6,2,3,-2,-3,11,0,-10,-3.6
COc1ccc(OCc2cc(C(=O)NCCCc3ccccc3)no2)c(Cl)c1,-2,-7,-3,-15,-2,15,0,-5,-1,-0.2
O=C(CSc1nnc(-c2ccccc2)c(-c2ccccc2)n1)NC1CCS(=O)(=O)C1 (configuration not stated),-2,-14,-6,-10,-2,10,-6,-3,-1,-0.7

# Record cards (already shown). Screens in order: Rtt109 Vps75, PvdQ acylase, NSD2 inh, SR-BI DiI-HDL act, CAL PDZ FP-1, SR-BI HDL uptake, MITF TRPM1 HTS, dFosB activator, PfHsp90 set2, CAL PDZ FP-2
# Profile of `Cc1cc(C)n(-c2ccc(C(=O)Nc3ccc4c(c3)OCCO4)cc2)n1` → 15, -9, 1, -55, -1, 55, 70, 2, 3, -1.5
# Profile of `CC1=NN(c2ccccc2)C(=O)/C1=C\N1CC(C)OC(C)C1` (configuration not stated) → -5, 2, -1, 7, 0, -7, 0, 1, 35, 1.1

# Screening data as filed in PubChem.
